Assay outcomes deposited in PubChem by Sanford-Burnham Center for Chemical Genomics.
TIM10 inh = inhibits growth of TIM10 yeast strain | S. cerevisiae TIM10 strain growth, BacTiter-Glo luminescence, 24 h | inhibition, % at 10 µM | 330,000 tested, 1.4% active | AID 463195;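 active means inhibition of 40% or more at the single tested concentration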;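 further: wild-type TIM10 isogenic control strain grown at permissive 25 °C; 0% = DMSO yeast wells and 100% = minimal medium wells without yeast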
tim10-1 inh = growth inhibitors of tim10-1 mutant yeast; S. cerevisiae tim10-1 ts strain growth, BacTiter-Glo, 24 h; AID 463190; 330,000 tested, 2.2% active; inhibition, % at 20 µM;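 active means inhibition of at least 40%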;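 further: mutant grown at 25 °C; 0% = DMSO wells with yeast and 100% = wells holding no yeast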
APJ antag = blocks the human apelin receptor APJ; CHO-K1 APJ beta-arrestin complementation, luminescence; 330,000 tested, 0.32% active; inhibition, % at 20 µM; AID 2521; P35414;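 active means inhibition above about 40% at 20 µM, limit read from the data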;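 further: cells challenged with 10 nM apelin-13 agonist together with compound; plate controls were apelin-13 plus DMSO wells for no effect and DMSO wells lacking apelin-13 for full effect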
Target sequence (P35414 whole entry, looked up): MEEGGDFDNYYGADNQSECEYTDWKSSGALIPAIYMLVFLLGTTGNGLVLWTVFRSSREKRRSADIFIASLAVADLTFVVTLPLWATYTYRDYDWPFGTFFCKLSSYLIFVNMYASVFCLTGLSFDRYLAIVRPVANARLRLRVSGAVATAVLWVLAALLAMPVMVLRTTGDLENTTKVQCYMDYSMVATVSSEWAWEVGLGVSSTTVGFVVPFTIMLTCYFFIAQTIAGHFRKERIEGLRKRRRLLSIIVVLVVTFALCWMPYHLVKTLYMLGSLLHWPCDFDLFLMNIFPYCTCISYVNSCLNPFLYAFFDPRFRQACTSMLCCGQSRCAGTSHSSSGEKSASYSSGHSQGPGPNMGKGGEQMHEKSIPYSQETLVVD
GRIN3A LBD mod = modulates the human NR3A ligand-binding domain; NR3A LBD differential scanning fluorimetry, Tm shift; 0% = protein alone, 100% = glycine-bound protein; AID 1259313; 340,000 tested, 2.5% active; Tm shift relative to glycine control, % at 25 µM;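 active means melting temperature shift of at least 10% of the positive control shift, at one fixed dose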
tim23-1 inh = inhibits growth of tim23-1 mutant yeast; S. cerevisiae tim23-1 growth, BacTiter-Glo luminescence, 24 h; inhibition, % at 20 µM; 330,000 tested, 1.3% active; AID 463212;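 active means growth inhibition of the mutant yeast at or above 50%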;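 further: temperature-sensitive mutant grown at 25 °C; plate controls were DMSO-treated mutant yeast for no effect and medium wells lacking yeast for full effect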
APJ ag = APJ receptor agonism; AID 2520; activation, % at 20 µM; CHO-K1 APJ PathHunter beta-arrestin, luminescence; 0% DMSO wells, 100% apelin; 330,000 tested, 0.11% active;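 active means activation more than six SD over the plate average, tested at 20 µM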;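 further: 0% = DMSO alone and 100% = apelin-13 at 10 nM; some results filed as inactive read as strong as hits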
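Material: engineered CHO-K1 APJ arrestin reporter cells; amount: 1000 CHO-K1 reporter cells seeded per well; incubation: compound stimulation 90 min at 25 °C, detection 60 min; signal: luminescent beta-gal fragment complementation, chemiluminescent substrate; read-out basis: APJ agonist activity; controls: DMSO-only wells as negative, 10 nM Apelin-13 as positive control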
MPTP inh = inhibitors of mitochondrial permeability transition pore; isolated mouse mitochondria, Ca2+ swelling absorbance, 30 min; inhibition, % at 10 µM; 360,000 tested, 1.4% active;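 active means inhibition of 50% or more, scaled per plate between neutral and stimulator controls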;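 further: 0% = DMSO wells given calcium and 100% = 1 mM EGTA wells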
NALP3 yeast inh = NALP3 inhibition in yeast | AID 2825 | inhibition, % at 10 µM | 330,000 tested, 0.39% active | Yeast reconstituted NLRP3/ASC/caspase-1, beta-gal luminescence, 24 h;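 active means inhibition of 50% or more; inactive means inhibition below 50%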;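 further: plate controls were induced DMSO wells for no effect and uninduced yeast grown without galactose for full effect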
MIN6 prolif = inducers of beta-cell replication in MIN6 cells. MIN6 cells proliferation, ATPlite luminescence, 48 h; cells starved in 0.2% serum; 100% = growth in 10% serum. proliferation, % at 10 µM. 330,000 tested, 0.29% active;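 active means compounds whose signal lies at least 3.5 SD above the mean of all wells on their plate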;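 further: 0% = DMSO-treated cells in low-serum medium and 100% = 10% serum control; some compounds called inactive have numbers as strong as hits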
Active calls of the source: *.

Values run as follows: TIM10 inh, tim10-1 inh, APJ antag, GRIN3A LBD mod, tim23-1 inh, APJ ag, MPTP inh, NALP3 yeast inh, MIN6 prolif
1: C=CCn1nc2ccccc2c1OCCO
    1.8, -4.9, 12.6, 1.4, -3.6, 1.3, -0.2, 22.2, 0.7
2: CO/C=C\C=C/c1nnn(-c2ccc(Cl)cc2)n1
    21.5, 25.6, -7.2, -18.7, 35.6, -4.8, 0.6, -0.8, -6.1
3: Cc1ccccc1NC(=O)NC(N)=O
    5.0, -2.1, -6.9, 0.4, -0.2, -3.5, -2.2, 6.7, 0.4
4: O=S(=O)(c1ccc(Br)cc1)c1cnc2ccccc2n1
    23.6, 17.6, -0.4, 0.4, 26.0, -0.1, 17.2, 4.6, -6.2
5: Cc1c(C)c2c(OCC(=O)NCc3cccnc3)cc3c(c2oc1=O)CCC(C)(C)O3
    4.9, 6.9, 2.5, -0.5, -3.5, -3.7, -1.1, 10.8, 2.4
6: CCC(O)CNc1nc(SC)nc2sc3c(c12)CCN(C)C3 (centres undefined)
    -4.4, -5.5, -15.7, 0.1, 12.5, 3.7, -0.5, 6.5, -3.5
7: Cc1ccc(C(=O)O)cc1N1CCCC1=O
    -3.8, 13.9, -25.2, -2.0, 8.5, 0.3, 0.0, 20.3, -3.2
8: NC(=O)c1ccccc1NC(=O)N1CCOCC1
    0.1, 7.5, -6.7, 1.6, 8.2, -1.1, 0.2, 5.3, 2.4
9: CN(C(=O)COC(=O)c1cccc(NS(=O)(=O)c2ccc(F)c(F)c2)c1)C1CCS(=O)(=O)C1 (centres undefined)
    -0.3, 19.3, 13.2, 1.6, 3.4, -3.0, -0.9, 16.1, -1.6
10: COc1ccc(Cl)cc1N1C(=O)/C(=C\c2sccc2C)N=C1SCC(=O)NC1CC1
    32.9, 38.5, -0.1, -7.7, 34.3, -4.2, 3.8, 36.2, -3.7
11: Cc1nnc(SCC(=O)N2CC(=O)Nc3ccccc32)n1-c1ccccc1
    -6.4, 19.3, -7.4, -2.3, 19.1, -2.4, -1.4, 7.4, -1.6
12: CN(Cc1ccccc1)C(=O)C1CCN(S(C)(=O)=O)CC1
    8.1, -1.5, 3.5, 0.2, 8.2, 1.7, -0.4, 13.7, -0.1
13: COC(=O)c1cccc(CSC(=S)N2CCCC2)c1
    12.3, 15.2, 6.9, -3.3, 18.0, -3.3, -1.1, 29.5, 3.1
14: Cc1ccc(SCC(=O)N/N=C/c2ccco2)cc1
    -13.2, -14.8, 9.9, 1.4, 7.7, -1.7, 0.6, 11.1, -4.3
15: CCOc1ccccc1-n1c(=S)sc2c(=O)n(-c3ccccc3)c(=S)[nH]c21
    -0.8, 0.0, 7.7, -0.1, 12.5, 0.6, -3.0, 13.8, -4.7
16: O=C(CCC1CCCC1)N1CCN(S(=O)(=O)Cc2ccccc2)CC1
    17.9, 16.5, 12.1, 0.9, 19.7, -2.5, 2.3, 13.4, 2.8
17: CCCc1cc(=O)[nH]c2nnc(SCC(=O)NC3CCCCC3)n12
    -7.6, -24.6, -51.9, 3.2, -9.4, -2.6, -0.7, 3.1, -3.6
18: CC1CCN(C(=O)c2ccc3c(=O)n4c(nc3c2)CCCCC4)CC1
    3.1, -1.8, 15.2, -3.5, 2.0, -2.3, -0.5, 6.8, 3.6
19: Cc1cc(C)nc(Nc2n[nH]c(-c3ccccc3Cl)n2)n1
    11.9, -0.9, -3.4, -3.7, 7.8, -0.3, 0.4, 27.6, -3.4
20: CC1(CC(=O)O)C(=O)N=C2C=CC=CN21 (centres undefined)
    2.0, -2.2, -2.8, 1.4, -2.3, -1.6, -0.5, 7.3, 2.8

21. O=C(c1cc(-c2ccccc2)on1)N1CCCC1
22. O=C(COC(=O)[C@H](Cc1ccccc1)NC(=O)c1ccco1)Nc1ccccc1
23. COCCNC(=O)c1onc(CSc2ccc(F)c(F)c2)c1C(=O)NCCOC
24. COC(=O)c1cn(NC(=O)c2cccc(N(C)C)c2)c(=O)c2ccccc12
25. N#CC1=C2SCN(c3ccccc3)CN2C(=O)CC1c1cccs1 (centres undefined)
26. Cc1csc(Nc2ccc(Cl)cc2)[n+]1-c1ccc(Cl)cc1
27. O=c1cc(-c2ccccc2Cl)oc2ccc([N+](=O)[O-])c(O)c12
28. Oc1cc(O)cc(/C=C/c2ccc(O)c(O)c2)c1
29. O=C(NCCCN1CCOCC1)c1cc(-c2ccccc2)on1

assay / entry | 21 | 22 | 23 | 24 | 25 | 26 | 27 | 28 | 29
TIM10 inh | -15.8 | -5.9 | 10.4 | 4.5 | 9.9 | 15.9 | 11.0 | 7.3 | -3.5
tim10-1 inh | -2.9 | 3.3 | 10.8 | 10.8 | 25.1 | 23.9 | 10.2 | 15.3 | -16.5
APJ antag | -14.8 | -0.7 | 15.7 | -8.1 | -10.7 | 9.6 | 16.1 | 10.9 | 4.9
GRIN3A LBD mod | 2.1 | 3.0 | 0.7 | -1.3 | -2.6 | -4.8 | -11.7 | -0.5 | -9.7
tim23-1 inh | 15.8 | 18.6 | 27.4 | 4.3 | 6.6 | 21.4 | 11.9 | 11.4 | -0.6
APJ ag | 2.5 | -3.0 | -1.2 | -0.9 | 0.7 | -4.9 | -1.8 | 6.0 | 1.1
MPTP inh | 0.2 | 0.1 | -1.4 | -1.6 | 5.3 | 15.5 | 5.5 | 3.2 | -2.0
NALP3 yeast inh | 47.5 | 14.3 | -1.2 | 11.6 | -2.6 | 9.9 | 57.1* | 19.5 | 3.7
MIN6 prolif | -2.7 | -0.9 | -3.8 | 1.2 | -1.8 | -5.1 | -4.2 | -7.1 | -4.2

Ordered by SMILES length (rising): 13 of the compounds above.
21. O=C(c1cc(-c2ccccc2)on1)N1CCCC1
14. Cc1ccc(SCC(=O)N/N=C/c2ccco2)cc1
28. Oc1cc(O)cc(/C=C/c2ccc(O)c(O)c2)c1
29. O=C(NCCCN1CCOCC1)c1cc(-c2ccccc2)on1
19. Cc1cc(C)nc(Nc2n[nH]c(-c3ccccc3Cl)n2)n1
25. N#CC1=C2SCN(c3ccccc3)CN2C(=O)CC1c1cccs1 (centres undefined)
17. CCCc1cc(=O)[nH]c2nnc(SCC(=O)NC3CCCCC3)n12
16. O=C(CCC1CCCC1)N1CCN(S(=O)(=O)Cc2ccccc2)CC1
18. CC1CCN(C(=O)c2ccc3c(=O)n4c(nc3c2)CCCCC4)CC1
27. O=c1cc(-c2ccccc2Cl)oc2ccc([N+](=O)[O-])c(O)c12

assay / entry | 21 | 14 | 28 | 29 | 19 | 25 | 17 | 16 | 18 | 27
TIM10 inh | -15.8 | -13.2 | 7.3 | -3.5 | 11.9 | 9.9 | -7.6 | 17.9 | 3.1 | 11.0
tim10-1 inh | -2.9 | -14.8 | 15.3 | -16.5 | -0.9 | 25.1 | -24.6 | 16.5 | -1.8 | 10.2
APJ antag | -14.8 | 9.9 | 10.9 | 4.9 | -3.4 | -10.7 | -51.9 | 12.1 | 15.2 | 16.1
GRIN3A LBD mod | 2.1 | 1.4 | -0.5 | -9.7 | -3.7 | -2.6 | 3.2 | 0.9 | -3.5 | -11.7
tim23-1 inh | 15.8 | 7.7 | 11.4 | -0.6 | 7.8 | 6.6 | -9.4 | 19.7 | 2.0 | 11.9
APJ ag | 2.5 | -1.7 | 6.0 | 1.1 | -0.3 | 0.7 | -2.6 | -2.5 | -2.3 | -1.8
MPTP inh | 0.2 | 0.6 | 3.2 | -2.0 | 0.4 | 5.3 | -0.7 | 2.3 | -0.5 | 5.5
NALP3 yeast inh | 47.5 | 11.1 | 19.5 | 3.7 | 27.6 | -2.6 | 3.1 | 13.4 | 6.8 | 57.1*
MIN6 prolif | -2.7 | -4.3 | -7.1 | -4.2 | -3.4 | -1.8 | -3.6 | 2.8 | 3.6 | -4.2

24. COC(=O)c1cn(NC(=O)c2cccc(N(C)C)c2)c(=O)c2ccccc12
22. O=C(COC(=O)[C@H](Cc1ccccc1)NC(=O)c1ccco1)Nc1ccccc1
15. CCOc1ccccc1-n1c(=S)sc2c(=O)n(-c3ccccc3)c(=S)[nH]c21

assay / entry | 24 | 22 | 15
TIM10 inh | 4.5 | -5.9 | -0.8
tim10-1 inh | 10.8 | 3.3 | 0.0
APJ antag | -8.1 | -0.7 | 7.7
GRIN3A LBD mod | -1.3 | 3.0 | -0.1
tim23-1 inh | 4.3 | 18.6 | 12.5
APJ ag | -0.9 | -3.0 | 0.6
MPTP inh | -1.6 | 0.1 | -3.0
NALP3 yeast inh | 11.6 | 14.3 | 13.8
MIN6 prolif | 1.2 | -0.9 | -4.7
